From PubChem BioAssay
Mdm2 MdmX PPI – human Mdm2/MdmX binding inhibition; AID 485346; 330,000 compounds, 3% hits; SaOS-2 split-luciferase Mdm2/MdmX complementation, luminescence; inhibition, % at 8 µM;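 active means inhibition of at least 50% at 8 µM in the primary screen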
Target sequence (O15151 whole entry, looked up): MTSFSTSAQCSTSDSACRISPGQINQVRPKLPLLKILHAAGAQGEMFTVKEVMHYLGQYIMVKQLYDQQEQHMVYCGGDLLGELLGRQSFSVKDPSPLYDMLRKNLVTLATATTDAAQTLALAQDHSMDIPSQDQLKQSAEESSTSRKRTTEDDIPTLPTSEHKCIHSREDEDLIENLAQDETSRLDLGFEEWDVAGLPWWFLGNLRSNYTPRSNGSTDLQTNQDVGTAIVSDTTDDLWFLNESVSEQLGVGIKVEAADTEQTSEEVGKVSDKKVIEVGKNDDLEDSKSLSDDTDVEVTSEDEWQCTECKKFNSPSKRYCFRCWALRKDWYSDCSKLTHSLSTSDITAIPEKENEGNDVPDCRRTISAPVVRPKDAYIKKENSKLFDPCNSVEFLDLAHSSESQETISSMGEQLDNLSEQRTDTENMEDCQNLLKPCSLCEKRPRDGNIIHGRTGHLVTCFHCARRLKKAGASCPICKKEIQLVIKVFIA
Target sequence (Q00987 whole entry, looked up): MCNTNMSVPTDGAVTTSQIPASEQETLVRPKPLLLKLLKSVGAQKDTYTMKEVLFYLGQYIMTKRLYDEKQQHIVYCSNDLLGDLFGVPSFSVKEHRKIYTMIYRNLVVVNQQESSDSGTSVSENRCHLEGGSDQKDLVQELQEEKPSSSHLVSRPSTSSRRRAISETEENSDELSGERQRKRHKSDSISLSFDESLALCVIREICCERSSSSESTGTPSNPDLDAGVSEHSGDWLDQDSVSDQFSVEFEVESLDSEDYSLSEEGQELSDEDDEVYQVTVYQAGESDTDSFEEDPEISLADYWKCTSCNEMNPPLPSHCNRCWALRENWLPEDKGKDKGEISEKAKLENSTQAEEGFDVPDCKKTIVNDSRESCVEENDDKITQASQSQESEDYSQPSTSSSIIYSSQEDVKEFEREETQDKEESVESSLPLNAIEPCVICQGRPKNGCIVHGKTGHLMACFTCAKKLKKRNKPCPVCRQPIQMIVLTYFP
tim23-1 inh – tim23-1 yeast growth inhibition. S. cerevisiae tim23-1 growth, BacTiter-Glo luminescence, 24 h. inhibition, % at 20 µM. 330,000 compounds, 1.3% hits. AID 463212;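 active means growth inhibition of the mutant yeast at or above 50%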;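 further: temperature-sensitive mutant grown at 25 °C; plate controls were DMSO-treated mutant yeast for no effect and medium wells lacking yeast for full effect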
Jurkat NFkB inh – inhibitors of the PMA/ionomycin-induced NF-kB reporter in Jurkat cells | 330,000 compounds, 0.53% hits | inhibition, % at 4 µM | PMA/ionomycin-induced NF-kB luciferase reporter, luminescence | AID 435003; in the data active means inhibition above about 50%
697 NFkB inh – inhibitors of the PMA/ionomycin-induced NF-kB reporter in 697 B cells | inhibition, % at 4 µM | AID 435022 | 330,000 compounds, 0.33% hits | 697 B-cell NF-kB luciferase reporter, 16 h; in the data active means inhibition above about 35%
UPR CHOP act – apoptotic UPR (CHOP) activation | CHO-CHOP luciferase reporter, luminescence; percent of tunicamycin response over DMSO baseline | activation, % at 10 µM | 330,000 compounds, 0.34% hits;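 active means at 10 µM dose, activation of 40% or more, normalized to positive control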;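 further: 100% = tunicamycin at 10 µg/mL and 0% = DMSO alone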
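System: CHO-CHOP luciferase reporter cell line | Buffer or medium: F12 medium containing 10% fetal bovine serum | Doses: One dose, 10 µM in 0.5% DMSO | Times: 6 h compound exposure at 37 °C after overnight seeding | Signal: Luciferase luminescence | Read-out: % activation vs tunicamycin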
tim10-1 inh – growth inhibitors of tim10-1 mutant yeast | S. cerevisiae tim10-1 ts strain growth, BacTiter-Glo, 24 h | inhibition, % at 20 µM | 330,000 compounds, 2.2% hits;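 active means inhibition of at least 40%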;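 further: mutant grown at 25 °C; 0% = DMSO wells with yeast and 100% = wells holding no yeast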
TIM10 inh – TIM10 yeast growth inhibition | S. cerevisiae TIM10 strain growth, BacTiter-Glo luminescence, 24 h | AID 463195 | inhibition, % at 10 µM | 330,000 compounds, 1.4% hits;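 active means inhibition of 40% or more at the single tested concentration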;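 further: wild-type TIM10 isogenic control strain grown at permissive 25 °C; 0% = DMSO yeast wells and 100% = minimal medium wells without yeast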
UPR XBP1 act – adaptive UPR (XBP1) activation; CHO-XBP1 luciferase reporter, IRE1-XBP1 UPR activation, luminescence; percent of tunicamycin response, DMSO as zero; activation, % at 20 µM; 330,000 compounds, 0.33% hits;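 active means versus positive control, 20 µM dose yields 30% or more activation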;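 further: 100% = tunicamycin at 10 µg/mL and 0% = DMSO only wells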
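Test system: CHO-XBP1 luciferase reporter cells | Buffer or medium: Serum-containing F12 medium, 10% FBS | Schedule: 6 h compound exposure at 37 °C, 5% CO2 | Detection: Steady-Glo luciferase glow luminescence, 10 min after reagent addition | Read-out basis: Activation, % of tunicamycin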
Active calls of the source: *.

item	Structure	Jurkat NFkB inh	Mdm2 MdmX PPI	UPR CHOP act	TIM10 inh	tim10-1 inh	tim23-1 inh	697 NFkB inh	UPR XBP1 act
1	O=S(=O)(c1ccc(NCc2ccc(F)cc2)nc1)N1CCCC1	8	9	-0.1	-4	18	14	17	0
2	CC(C)(Cc1ccc(O)cc1)NC(=O)CC(=O)N=Nc1c(O)[nH]c2ccc(Br)cc12	-7	-4	-2.4	-9	4	21	0	1
3	O=C(CSc1ccc2ccccc2c1)NCc1cccs1	-16	-26	4.2	-16	2	8	-29	1
4	COc1ccc(/C=C/c2cc[n+](C(=O)Cc3ccccc3)cc2)cc1	11	63*	-0.2	-10	18	2	2	-1
5	CCCCN(C)c1nc(-c2ccco2)c2c(c1C#N)CC(C)(C)OC2	4	2	0.8	16	26	22	-9	-2
6	COc1ccccc1OCCNC(=O)c1c(-c2ccccc2Cl)noc1C	9	5	-0.7	9	10	26	-3	-2
7	Cc1[nH]c2ccccc2c1C(=O)C(=O)Nc1ccc2c(c1)OCCO2	-52	-17	1.5	4	5	11	-57	0
8	O=C(NNC(=O)c1ccc(Cl)c(Cl)c1)c1cccnc1	14	3	2.0	0	6	6	23	-2
9	COc1ccc(-c2cc(C(=O)N3CCN(C(=O)c4ccco4)CC3)[nH]n2)cc1	-4	10	0.9	2	-2	6	-14	-4
10	CN=C(Nc1cccnc1)c1cccc(C(F)(F)F)c1	11	-32	1.0	10	12	14	7	-3
11	CC1(C(=O)NCc2ccc(Cl)c(Cl)c2)Oc2ccccc2NC1=O (stereo not drawn)	-13	8	0.8	-4	19	13	-11	-1
12	C#CCNC(=O)C1=C[C@@H](C2CC2)[C@H](CCCO)[C@@H](OCC)O1	-11	11	-0.4	2	-20	-12	20	-2
13	CCn1c(COc2ccc3c(c2)OCO3)nnc1SCC(=O)c1ccc(Cl)cc1	0	13	-4.0	-29	26	-8	-25	-2
14	O=C(c1ccc(F)cc1)C(CN1CCOCC1)c1ccccc1 (stereo not drawn)	53*	64*	29	57*	53*	49	-137	-10
15	CCOC(=O)c1cn(CC(=O)Nc2cccc(Cl)c2)nn1	-2	16	-0.8	-5	10	0	20	-3
16	O=C(Cc1cc(=O)[nH][nH]1)N/N=C/c1c(F)cccc1Cl	10	-15	0.2	7	11	-7	2	-2
17	CS(=O)(=O)c1ccc2nc(NC(=O)C3CC(=O)N(c4ccccc4)C3)sc2c1 (stereo not drawn)	-5	10	-0.2	5	17	1	21	-5
18	COc1ccc(C(=O)C2CCCN(C(=O)c3cccc(Cl)c3F)C2)cc1OC (stereo not drawn)	26	18	1.5	-19	14	17	-8	-5
19	CCNC(=O)CSc1nc(-c2ccccc2)cs1	-37	-22	2.4	0	8	9	-11	3
20	CCN=C(Nc1cccc(F)c1)SC1CC(=O)N(c2ccc(OC)cc2)C1=O (stereo not drawn)	-34	1	0.1	10	22	14	-26	-3
21	Nc1nnc(Cc2c[nH]c3ccccc23)s1	-15	17	-1.3	23	2	-5	-8	0
22	O=C(CNC(=O)C1CCCCC1)NC1=NCCS1	1	-23	-2.3	0	1	18	-7	-2
23	CCOC(=O)C1CCN(S(=O)(=O)c2c(Cl)ccc3nonc23)CC1	72*	100*	16	21	25	65*	-2	-7
24	N=C1/C(=C/c2cccn2Cc2ccc(F)cc2)C(=O)N=C2SC=CN12	-2	24	1.8	-21	-6	-7	-5	3
25	COc1ccc(OCc2nnc(SCC(=O)N3C(C)CCCC3C)o2)cc1 (stereo not drawn)	-10	14	-0.3	-5	-77	20	-18	2
26	Cc1ccc(CNC(=O)c2cc3c(=O)n(C)c4ccccc4c3n2C)o1	-5	-1	4.5	6	33	38	24	-1
27	Cc1cccc(C(=O)NC(=S)Nc2ccc(S(=O)(=O)N3CCN(C)CC3)cc2)c1	-20	-8	0.2	8	21	19	-17	-2
28	CCOC(=O)C1CCN(C(=O)c2cccs2)CC1	7	5	-1.1	-2	8	4	-1	-2
29	COCCN(C(=O)COC(=O)c1cnc(C)cn1)c1c(N)n(Cc2ccccc2)c(=O)[nH]c1=O	1	6	-0.3	-5	3	-11	2	-1
30	CC(c1ccccc1)n1c(-c2ccccc2F)n[nH]c1=S (stereo not drawn)	6	-3	-0.3	10	-1	30	-4	-3
31	COc1ccc(Cn2cnc3c(NS(C)(=O)=O)c(C)c(C)cc32)cc1	22	-5	2.3	14	12	4	7	0
32	CC(=O)Nc1cccc(C(=O)Nc2ccc(S(=O)(=O)N3CCCCC3)cc2)c1	6	15	1.3	2	-2	-2	10	0
33	O=C(c1ccccc1)c1ccc(Cn2cc(CCCO)nn2)cc1	29	22	2.6	7	7	6	-18	-3
34	CC(=O)Nc1cccc2c1OCCO2	-79	24	2.4	6	-3	-6	-99	0
35	COc1ccc(/C=C2\Oc3cc(OCC(N)=O)ccc3C2=O)cc1OC	3	-9	0.7	7	3	3	8	10
36	CCOC(=O)CSc1nc2ccc(N3CCOCC3)cc2c(=O)n1Cc1ccccc1	-9	19	-0.7	17	30	24	-18	3
37	COc1ccccc1/C=C1\SC(=O)N(CCC(=O)NNC(=O)c2ccccc2Cl)C1=O	-18	3	4.6	8	13	2	-18	1
38	CCOC(=O)C1CCCN(S(=O)(=O)c2cc3c(cc2Cl)NC(=O)CO3)C1 (stereo not drawn)	3	6	-1.6	3	13	6	18	-4
39	COc1ccc(C(=O)N2CCC(n3c(C)nc4cc(F)ccc43)CC2)cc1	10	11	-1.4	-9	-10	-11	6	-1
40	CC(c1ccccc1)c1nnc(NC(=O)Nc2ccccc2)s1 (stereo not drawn)	2	3	3.7	21	6	16	-4	-5
41	CN(Cc1ccccc1)c1oc(-c2ccco2)nc1C#N	-3	20	0.9	-13	7	2	2	1
42	CCn1c(NC(=O)C2CCCCC2)nc2ccccc21	6	-1	-2.2	10	9	6	5	4
43	CS(=O)(=O)c1ccc(C(=O)Nc2ccc(S(=O)(=O)N3CCCCC3)cc2)cc1	10	34	1.8	19	8	21	-34	-2
44	Cc1ccc(S(=O)(=O)NC(=O)NCC2CCN(S(=O)(=O)c3ccccc3)CC2)cc1	-40	-50	0.4	5	26	16	-17	0
45	CCC(=O)NN1CCN(c2ccncc2S(=O)(=O)N2CCCCC2)CC1	-1	18	0.5	2	-2	-5	12	-3
46	COc1ccc(C(=O)Nc2ccc(N3CCN(C(=O)c4ccccc4C)CC3)cc2)cc1	1	34	0.5	18	26	10	-39	-4
47	Cn1c(O)c(N=NC(=O)CNC(=O)c2cccnc2)c2ccccc21	4	8	1.1	8	-5	-2	11	0
48	NC(=O)COC(=O)c1ccccc1OCc1ccc(Cl)cc1	-15	-9	1.4	21	22	-2	-16	5
49	C[C@@H](C(=O)Nc1ccc2ccccc2c1)[C@@H]1C[C@@]1(C)[C@@H](NC(=O)c1ccccc1)c1ccccc1	10	12	-0.5	15	10	15	22	-3
50	COC(=O)c1sccc1NC(=O)c1c(-c2ccccc2)noc1C	12	14	0.0	0	7	11	13	1

Compounds shown so far that have a cyano group:
item	Structure	Jurkat NFkB inh	Mdm2 MdmX PPI	UPR CHOP act	TIM10 inh	tim10-1 inh	tim23-1 inh	697 NFkB inh	UPR XBP1 act
5	CCCCN(C)c1nc(-c2ccco2)c2c(c1C#N)CC(C)(C)OC2	4	2	0.8	16	26	22	-9	-2
41	CN(Cc1ccccc1)c1oc(-c2ccco2)nc1C#N	-3	20	0.9	-13	7	2	2	1

The list continues.
item	Structure	Jurkat NFkB inh	Mdm2 MdmX PPI	UPR CHOP act	TIM10 inh	tim10-1 inh	tim23-1 inh	697 NFkB inh	UPR XBP1 act
51	CCCN(CCC)CCCNC(=O)c1cc2c(=O)n(CC)c3ccccc3c2s1	-18	71*	0.4	11	8	-4	10	-2
52	Cc1ccc(Cl)cc1N1CCN(C(=O)C(=O)N2CCCCC2)CC1	5	-36	-1.1	-5	22	5	-3	-2
53	COC(=O)c1ccc(COc2ccccc2/C=N/NS(=O)(=O)c2ccc(C)cc2)cc1	43	48	7.1	10	6	9	-14	0
54	Cc1ccc(S(=O)(=O)Nc2cc(C)nn2-c2ccccc2)cc1	-3	-3	-0.8	29	7	14	-9	1
55	c1csc(-c2nc(N3CCCCC3)no2)c1	-112	-61	6.6	-1	9	10	-88	3
56	C[C@H](CO)N1C[C@H](C)[C@@H](CN(C)C(=O)Nc2ccc3c(c2)OCO3)Oc2ccc(NC(=O)Cc3ccccc3)cc2C1=O	-2	9	-1.7	-3	1	5	3	2
57	N/C(=N\OC(=O)c1cccc2ccccc12)c1ccccn1	-67	24	0.7	55*	22	49	-220	-4
58	Cc1nc(-c2ccc(NC(=O)c3ccc(Br)o3)cc2)cs1	-215	-191	4.8	9	5	62*	-82	-3
59	COc1ccc(CCNC(=O)C2CC(=O)N(c3ccc(Br)cc3)C2)cc1OC (stereo not drawn)	-7	13	-2.8	13	22	12	2	-3
60	Cc1c(NC(=S)NC(NC(=O)CC(C)C)C(Cl)(Cl)Cl)c(=O)n(-c2ccccc2)n1C (stereo not drawn)	18	-25	-1.6	-20	9	16	6	-3
61	CCOC(=O)C1CCCN(S(=O)(=O)Cc2ccccc2Cl)C1 (stereo not drawn)	-8	10	-1.3	-5	-1	15	-5	-3
62	COc1ccc(C(CNS(=O)(=O)c2cccc(F)c2)N2CCCC2)cc1 (stereo not drawn)	-5	13	-1.4	-6	-7	5	1	0
63	O=C(NC(=O)N1CCN(c2ccc(F)cc2)CC1)c1ccccc1	4	10	-2.0	-13	6	11	28	3
64	COc1ccc(-n2c(=S)[nH]c3c(oc4ccccc43)c2=O)cc1	-28	-22	-0.8	15	13	15	-15	-2
65	Cn1c(SCC(=O)NCCNC(=O)CSc2nnc(C(F)(F)F)n2C)nnc1C(F)(F)F	-4	7	0.0	-3	-4	2	21	-3
66	COc1ccc(CC(=O)N2CCC(n3nccc3NC(=O)C3CCOC3)CC2)cc1 (stereo not drawn)	-2	17	1.4	-6	1	-15	4	-6
67	CS(=O)(=O)N(CC(=O)NCc1ccncc1)c1ccc(F)c(Cl)c1	-19	4	2.4	7	9	-10	-12	-2
68	CN(C)S(=O)(=O)Oc1ccccc1C(=O)Nc1ccccc1Cl	9	-11	-1.4	6	22	6	10	-4
69	COc1ccc(NC(=O)C2CCCN2S(=O)(=O)c2cccc3cccnc23)c(OC)c1 (stereo not drawn)	-11	-11	1.0	-61	-28	0	-28	2
70	O=C(NC1CCCCC1)c1cc(-c2ccccc2Cl)on1	-70	-90	7.0	-7	-2	-2	-84	4
71	O=C1/C(=C/c2ccsc2)N2CCC1CC2	-5	2	-0.4	8	1	-3	-11	-3
72	CCCCNc1ccc2nsnc2c1[N+](=O)[O-]	5	5	1.1	-40	-37	-19	4	5
73	O=C(COc1ccc2ccc(=O)oc2c1)Nc1nccs1	-76	-4	-1.6	9	-11	6	6	-2
74	C/C(=N\NC(=O)CSc1nc(C)cc(C)n1)c1ccc([N+](=O)[O-])cc1	19	6	-1.5	7	-5	18	-14	0
75	Cc1nc2c(=O)n(-c3ccc(F)c(Cl)c3)nc(C)c2s1	-12	-5	1.2	-6	2	3	0	4
76	CNc1ccc(S(=O)(=O)NC)cc1[N+](=O)[O-]	4	15	-0.2	3	14	-10	-5	1
77	COc1cccc(NC(=O)C(C)OC(=O)CCCNC(=O)c2ccc(Cl)cc2)c1 (stereo not drawn)	-4	15	2.8	-3	9	2	12	0

From entry 63 as far as 64, copied from above:
item	Structure	Jurkat NFkB inh	Mdm2 MdmX PPI	UPR CHOP act	TIM10 inh	tim10-1 inh	tim23-1 inh	697 NFkB inh	UPR XBP1 act
63	O=C(NC(=O)N1CCN(c2ccc(F)cc2)CC1)c1ccccc1	4	10	-2.0	-13	6	11	28	3
64	COc1ccc(-n2c(=S)[nH]c3c(oc4ccccc43)c2=O)cc1	-28	-22	-0.8	15	13	15	-15	-2
